Avidin bead fluor = green autofluorescence of compounds with avidin beads – biophysical, 488/530 nm, flow cytometry, artefact control, profiling panel. compound fluorescence 488/530 nm; stronger effect = higher value. fluorescence (KMESF) at 10 µM. hit rate 0.38% among 220,000. AID 1775, 2009; in the data active means fluorescence above about 47; further: inactives centre near 10
Rab2A wt mod = modulators of GTP binding to Rab2A wildtype, primary screen, biochemical, dog, bead-based flow cytometry, multiplex. Ras-related protein Rab-2A (Canis lupus familiaris), P61105. GST-Rab2 wt beads, Bodipy-GTP binding. GTP binding activity, % at 10 µM. hit rate 0.19% among 190,000. AID 760, 2007;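 active means GTP binding activity at least 20 points away from 100%, either lowered or raised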;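 further: 0% = beads with excess unlabeled GTP and 100% = no-compound control corrected for plate trend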
Bim-Mcl-1 = inhibitors of Bim peptide binding to Mcl-1, primary screen, biochemical, bead-based flow cytometry, multiplex; Induced myeloid leukemia cell differentiation protein Mcl-1 (Homo sapiens), Q07820; Bim peptide-Mcl-1 binding; inhibition, % at 10 µM; hit rate 0.1% among 190,000; AID 1009, 2008; in the data active means inhibition above about 40%;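 further: 0% = no compound tracer wells and 100% = peptide blocker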
Target sequence (Q07820 whole entry, looked up): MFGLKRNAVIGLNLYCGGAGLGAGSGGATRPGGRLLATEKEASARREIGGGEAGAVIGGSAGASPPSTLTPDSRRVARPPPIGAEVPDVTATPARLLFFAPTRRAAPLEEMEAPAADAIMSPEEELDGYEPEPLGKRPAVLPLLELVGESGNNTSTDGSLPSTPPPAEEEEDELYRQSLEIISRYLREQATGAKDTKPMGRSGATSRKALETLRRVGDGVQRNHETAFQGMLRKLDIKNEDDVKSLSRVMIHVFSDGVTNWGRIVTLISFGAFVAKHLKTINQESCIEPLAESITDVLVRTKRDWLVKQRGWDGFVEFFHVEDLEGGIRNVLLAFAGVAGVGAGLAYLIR
HRas wt GTP = modulators of GTP binding to HRas wildtype, primary screen, biochemical, bead-based flow cytometry, multiplex. GTPase HRas (Homo sapiens), P01112. GST-Ras wt beads, Bodipy-FL-GTP binding; actives lie on both sides. GTP binding activity, % at 10 µM. hit rate 0.14% among 190,000. AID 759, 2007;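 active means GTP binding activity at least 20% away from the 100% baseline, either lowered as inhibitor or raised as activator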;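 further: 0% = unlabeled GTP competition control and 100% = no-compound control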
Target sequence (P01112 whole entry, looked up): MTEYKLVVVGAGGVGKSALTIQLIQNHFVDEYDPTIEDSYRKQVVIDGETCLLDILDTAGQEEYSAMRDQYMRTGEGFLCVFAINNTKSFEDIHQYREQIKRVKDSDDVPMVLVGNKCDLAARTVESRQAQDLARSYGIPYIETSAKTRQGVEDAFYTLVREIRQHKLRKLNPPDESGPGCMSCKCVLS
Rac1 wt modul = wildtype Rac1 GTP binding modulators, primary screen, biochemical, GST-Rac1 beads, flow cytometry, multiplex; GTP binding activity (% of control), % at 10 µM; fluorescent GTP binding; actives lie on both sides; 0 = cold GTP competed, 100 = untreated; hit rate 0.27% among 190,000; Ras-related C3 botulinum toxin substrate 1 (Homo sapiens), P63000;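 active means GTP binding activity at least 20 points away from the 100% control level, either lower or higher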
Rab7 wt GTP bind = modulators of GTP binding to Rab7, primary screen, biochemical, wildtype, multiplex bead flow cytometry. Rab7 GTPase wild type (dog), Bodipy-FL-GTP binding. GST-Rab7 beads, fluorescent GTP binding; actives lie on both sides; untreated = 100%, excess cold GTP = 0%. GTP binding activity (percent of control), % at 10 µM. hit rate 0.055% among 190,000. AID 758, 2007;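 active means fluorescent GTP binding to Rab7 beads changed by at least 20 points from the 100% baseline, either direction, mostly lower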;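 further: median green fluorescence of bound Bodipy-FL-GTP per Rab7 bead population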
Mcl1 Noxa PPI = Mcl-1/Noxa binding inhibitors, primary screen, biochemical, TR-FRET, 1536-well. Induced myeloid leukemia cell differentiation protein Mcl-1 (Homo sapiens), Q07820. TR-FRET Mcl-1/Noxa peptide binding, 2 h. inhibition, % at 21.7 µM. hit rate 1.5% among 220,000. AID 1022, 2008;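 active means compounds that cut the protein-peptide binding signal by more than 50% relative to plate controls in a single-dose test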;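 further: His-tagged Mcl-1 with rhodamine Noxa BH3 peptide and terbium anti-His antibody; 0% = Mcl-1 plus Noxa peptide wells and 100% = peptide-only wells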
Pf gametocyte = late stage P. falciparum gametocyte viability inhibitors, primary screen, ATP luminescence, HTS | P. falciparum stage V gametocytes, 24 h | inhibition, % at 10.9 µM | hit rate 0.065% among 150,000 | AID 743093, 2013;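 active means inhibition above the mean plus 3 SD of compounds within the control limits, set per campaign, cut at about 38% in these data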;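 further: 0% = DMSO wells and 100% = medium only without gametocytes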
Rac1 mut GTP = GTP binding modulators of activated mutant Rac1, primary screen, biochemical, bead-based flow cytometry, multiplex, fluorescent GTP; Ras-related C3 botulinum toxin substrate 1 (Homo sapiens), P63000; GST-Rac1 activated beads; actives lie on both sides; 100% means binding = to untreated wells; percent activity (GTP binding), % at 10 µM; hit rate 0.11% among 190,000;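 active means GTP binding at least 20 percentage points away from the 100% baseline, in either direction, so actives lie on both sides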
Cdc42 wt = modulators of GTP binding to wildtype Cdc42, primary screen, biochemical, multiplex bead flow cytometry, Bodipy-GTP; Cell division control protein 42 homolog (Homo sapiens), P60953; GST-Cdc42 beads; actives lie on both sides; percent activity (GTP binding), % at 10 µM; hit rate 0.2% among 190,000;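 active means percent activity GTP binding at least 20 points away from the 100% baseline, either down as inhibitor or up as activator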;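 further: median bead fluorescence of bound Bodipy-FL-GTP at 100 nM; 0% = excess unlabeled GTP control and 100% = no compound control; below 100% means less GTP binding so inhibitor and above means activator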
Target sequence (P60953 whole entry, looked up): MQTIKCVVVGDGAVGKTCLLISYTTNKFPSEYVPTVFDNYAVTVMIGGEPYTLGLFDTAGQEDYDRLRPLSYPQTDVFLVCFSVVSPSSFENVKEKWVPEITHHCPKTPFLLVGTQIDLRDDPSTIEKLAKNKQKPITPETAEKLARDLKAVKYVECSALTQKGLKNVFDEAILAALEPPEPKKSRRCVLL
Mcl1 Bid PPI = Mcl-1/Bid binding inhibitors, primary screen, biochemical, TR-FRET, 1536-well; Induced myeloid leukemia cell differentiation protein Mcl-1 (Homo sapiens), Q07820; TR-FRET Mcl-1/Bid-Dy647 peptide binding; inhibition, % at 21.7 µM; hit rate 0.97% among 220,000; AID 1021, 2008;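 active means compounds that cut the binding signal by more than half at the single screening dose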;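 further: His-tagged Mcl-1 with europium anti-His antibody binding Bid BH3 peptide; 0% = Mcl-1 plus peptide wells and 100% = peptide-only wells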
* = called active by the depositor; . = no result given; & = joins results of further samples.

SMILES	Avidin bead fluor	Rab2A wt mod	Bim-Mcl-1	HRas wt GTP	Rac1 wt modul	Rab7 wt GTP bind	Mcl1 Noxa PPI	Pf gametocyte	Rac1 mut GTP	Cdc42 wt	Mcl1 Bid PPI
O=C(c1ccc(Cl)c([N+](=O)[O-])c1)N1CCN(c2ccccn2)CC1	3	101	-1	102	105	104	-15	-15	100	105	-39
COc1cccc(C(=O)Nc2c3c(nn2-c2cccc(C)c2C)CS(=O)(=O)C3)c1OC	11	102	-7	102	104	105	20	8	98	102	4
CC(=O)Nc1ccc(NCC(O)COc2ccccc2)cc1 (configuration not stated)	9	98	-4	100	101	98	14	-5	98	100	15
COc1cc(C2C(C#N)=C(N)N(c3ccc(F)cc3)C3=C2S(=O)(=O)CC3)ccc1O (configuration not stated)	11	97	0	95	100	99	19	20	96	93	-43
CC(C(=O)Nc1ccc(C(=O)O)cc1)N1C(=O)c2ccccc2C1=O (configuration not stated)	9	104	-3	103	105	102	4	1	102	102	-1
CC1(C)CC(=O)c2c(oc3ccc(NS(=O)(=O)c4ccc(C(=O)O)cc4)cc23)C1	11	99	-5	95	97	102	9	-17	92	95	-21
O=C(O)c1cccc(N2C(=O)C3CC=CCC3C2=O)c1 (configuration not stated)	23	100	-3	101	103	98	11	.	99	103	-4
CCOc1c2ccc(C(=O)NCc3ccccc3OC)cc2nn1CC	9	102	0	103	102	96	7	.	101	106	-8
COc1ccc(OCCCC(=O)NCCc2ccc(OC)c(OC)c2)cc1	2	99	-2	100	100	100	-9	8	97	99	-9
O=C(CCn1c(=S)[nH]c2ccccc2c1=O)NCCCN1CCOCC1	34	104	-3	104	103	101	2	-3	100	106	-52
CCOc1ccc(CNC(=S)N/N=C\c2ccc([N+](=O)[O-])cc2)cc1	7	98	-7	98	98	99	54*	8	97	99	45
Cc1cc(C(=O)CSc2nnc(-c3cccnc3)n2-c2ccccc2F)c(C)n1C	24&1	99	-5&1	100&101	101&96	101	39	-13	95&93	100&93	-117
Oc1ccccc1-c1nc(N2CCCC2)c2ccccc2n1	12	101	0	100	101	102	-95	.	100	101	-8
CCCS(=O)(=O)N1CCC(C(=O)NCCN2CCCC2)CC1	10	99	0	100	100	101	13	.	97	99	-24
Cc1ccc(Cl)cc1N1CCN(C(=O)C(=O)N2CCCCC2)CC1	10	98	-5	99	102	97	5	-18	97	97	-12
CC(=O)Nc1ccc(NC(=O)C2CCCCC2C(=O)O)cc1 (configuration not stated)	4	99	-2	105	112	100	25	5	109	109	-5
Cc1ccc(NC(=O)C2(NC(=O)c3cccc(N4C(=O)CSC4c4ccccc4)c3)CCCCC2)cc1 (configuration not stated)	9	93	-2	94	92	87	-15	.	94	95	-34
CC(C)c1ccc(N(CC(=O)Nc2ccc(S(=O)(=O)N3CCOCC3)cc2)S(C)(=O)=O)cc1	39	103	-1	104	105	102	-13	.	101	105	-4
COc1cc(-c2nnn(CC#N)n2)ccc1OCc1ccccc1	8	102	0	102	105	98	5	.	102	105	1
Cc1ccc(C(=O)N/N=C2/NC(=O)CC(C(=O)Nc3ccccc3)S2)cc1 (configuration not stated)	7	98	28	97	98	98	9	.	95	100	-21
O=C(Nc1nc2nccc(-c3ccccc3)n2n1)C(Cl)(Cl)Cl	13	97	-2	99	102	99	-25	-8	99	99	-6
Cc1ccc(CNS(=O)(=O)c2cccc3nsnc23)cc1	12	98	0	98	104	103	9	-7	99	96	4
O=C(CCC(=O)c1cccs1)OCc1nnc(-c2ccccc2)o1	9	100	-4	101	100	98	10	.	99	104	-1
C/C(CCc1ccc2c(c1)OCO2)=N\NC(=O)c1ccccc1Cl	6	99	-6	100	106	100	-1	.	100	97	-2
Fc1ccccc1OCCCCCCN1CCCC1	15	104	-2	105	107	102	1	-12	100	106	-12
CCn1c(CSc2nnc(C)n2-c2ccccc2)nc2cc(S(=O)(=O)N(C)C)ccc21	7	96	-2	97	99	98	-8	2	94	96	-15
COc1ccccc1NC(=S)N(Cc1ccccc1)Cc1cccs1	9	101	0	98	102	97	11	4	96	98	-14
NC(=O)[C@@H]1CCCCNc2c(F)cc([N+](=O)[O-])cc2C(=O)N[C@@H](CC(=O)O)C(=O)N[C@@H](CCC(=O)O)C(=O)N1	10	101	-1	99	101	92	14	.	101	99	4
COc1ccc(/C=C/C(=O)OCC(=O)Nc2cc(C(F)(F)F)ccc2Cl)cc1	12	98	-3	98	105	100	11	37	97	101	-11
CCN(CC)S(=O)(=O)c1cc(C(=O)N2CCc3ccccc32)ccc1Cl	11	98	0	101	105	96	14	.	104	103	-8
COc1ccc(/C=C/C(=O)OCC(=O)Nc2cc(S(=O)(=O)N(C)C)ccc2Cl)cc1	9	97	-3	98	101	96	9	-27	96	99	-14
C=CCCCCCCCC(=O)OC	7	97	-3	98	100	101	-20	.	95	99	-5
CCO/N=C/C(=O)Nc1ccc(F)cc1F	5	101	-1	98	99	105	10	.	97	97	-48
COc1ccccc1C(=O)NCC(=O)N/N=C/c1ccncc1	7	97	0	99	98	101	7	6	98	98	-28
COc1cccc(OC)c1CN1CCCC(C(=O)c2ccccc2SC)C1 (configuration not stated)	13	95	-1	97	98	99	9	-7	97	98	-7
CCOc1cc(/C=C2/SC(=Nc3ccccc3)N(Cc3cccnc3)C2=O)ccc1OCC#N	11	98	0	99	97	98	7	.	93	97	18
COc1ccccc1Oc1c(C)oc2c(CN(C)C)c(O)ccc2c1=O	8	103	0	104	106	104	4	20	102	107	-7
COCc1cc(=O)[nH]c(/N=C(\N)Nc2ccc(C)cc2)n1	18	96	-2	95	96	99	-13	-1	99	98	1
Cc1ccc(N(C(C)C(=O)Nc2ccc(S(=O)(=O)N3CCOCC3)cc2)S(C)(=O)=O)cc1C (configuration not stated)	13	101	-3	101	105	96	26	12	101	101	32
O=c1ncn(-c2ccccc2C(F)(F)F)c2ncccc12	12	101	-4	101	103	97	14	-3	98	100	3
O=c1[nH]c(SCc2cccc([N+](=O)[O-])c2)nc2[nH]ncc12	9	99	0	98	95	105	-11	8	95	99	-37
CC(COC(=O)c1ccccc1)(COC(=O)c1ccccc1)/[N+]([O-])=C/c1ccccc1	3	95	-1	95	97	101	-2	9	98	92	8
COc1ccc(NC(=O)c2oc3ccccc3c2NC(=O)C(C)(C)C)cc1	17	101	-4	100	106	101	6	.	99	101	-4
Cc1cc(OCC(C)C)ccc1/C(O)=C1/C(=O)C(=O)N(Cc2cccnc2)C1c1ccncc1 (configuration not stated)	7	97	-5	101	105	99	28	.	100	104	4
Cc1ccccc1-n1nc(C(=O)O)cc1-c1ccccc1	21	103	-3	103	101	101	-1	.	98	103	-25

Given as labelled records: part of the list above
> O=c1ncn(-c2ccccc2C(F)(F)F)c2ncccc12
  Avidin bead fluor: 12	Rab2A wt mod: 101	Bim-Mcl-1: -4	HRas wt GTP: 101	Rac1 wt modul: 103	Rab7 wt GTP bind: 97	Mcl1 Noxa PPI: 14	Pf gametocyte: -3	Rac1 mut GTP: 98	Cdc42 wt: 100	Mcl1 Bid PPI: 3
> O=c1[nH]c(SCc2cccc([N+](=O)[O-])c2)nc2[nH]ncc12
  Avidin bead fluor: 9	Rab2A wt mod: 99	Bim-Mcl-1: 0	HRas wt GTP: 98	Rac1 wt modul: 95	Rab7 wt GTP bind: 105	Mcl1 Noxa PPI: -11	Pf gametocyte: 8	Rac1 mut GTP: 95	Cdc42 wt: 99	Mcl1 Bid PPI: -37

Carrying on:
SMILES	Avidin bead fluor	Rab2A wt mod	Bim-Mcl-1	HRas wt GTP	Rac1 wt modul	Rab7 wt GTP bind	Mcl1 Noxa PPI	Pf gametocyte	Rac1 mut GTP	Cdc42 wt	Mcl1 Bid PPI
CCc1ccc(/C=C/C(=O)c2c(C)cc(C)[nH]c2=O)cc1	9	97	-2	97	103	97	9	-24	98	97	-20
O=C1/C(=C/N(C(=O)c2ccco2)c2ccc(Br)cc2)Sc2ccccc21	1	94	0	98	100	103	36	.	96	98	-45
O=C(Oc1ccccc1)c1ccc2nccnc2c1	7	97	-4	100	107	101	5	-18	91	97	20
COc1ccc(/C=C/c2cc(=O)c3cc(Cl)ccc3o2)cc1	13	89	0	93	91	96	30	-26	91	93	-3
O=C1NC(=O)/C(=C\c2ccc(O)cc2O)S1	6	85	2	85	87	90	95*	-18	85	81	-41
Cc1cc(C(=O)CCl)c(C)n1CCc1ccc(F)cc1	20	96	3	94	96	95	3	.	94	95	-38
CC(C)(C)N(NC(=O)Nc1ccccc1)C(=O)c1ccccc1	15	95	-1	96	105	95	-6	0	99	98	-13

In the list so far, these contain fluorine:
SMILES	Avidin bead fluor	Rab2A wt mod	Bim-Mcl-1	HRas wt GTP	Rac1 wt modul	Rab7 wt GTP bind	Mcl1 Noxa PPI	Pf gametocyte	Rac1 mut GTP	Cdc42 wt	Mcl1 Bid PPI
COc1cc(C2C(C#N)=C(N)N(c3ccc(F)cc3)C3=C2S(=O)(=O)CC3)ccc1O (configuration not stated)	11	97	0	95	100	99	19	20	96	93	-43
Cc1cc(C(=O)CSc2nnc(-c3cccnc3)n2-c2ccccc2F)c(C)n1C	24&1	99	-5&1	100&101	101&96	101	39	-13	95&93	100&93	-117
Fc1ccccc1OCCCCCCN1CCCC1	15	104	-2	105	107	102	1	-12	100	106	-12
NC(=O)[C@@H]1CCCCNc2c(F)cc([N+](=O)[O-])cc2C(=O)N[C@@H](CC(=O)O)C(=O)N[C@@H](CCC(=O)O)C(=O)N1	10	101	-1	99	101	92	14	.	101	99	4
COc1ccc(/C=C/C(=O)OCC(=O)Nc2cc(C(F)(F)F)ccc2Cl)cc1	12	98	-3	98	105	100	11	37	97	101	-11
CCO/N=C/C(=O)Nc1ccc(F)cc1F	5	101	-1	98	99	105	10	.	97	97	-48
O=c1ncn(-c2ccccc2C(F)(F)F)c2ncccc12	12	101	-4	101	103	97	14	-3	98	100	3
Cc1cc(C(=O)CCl)c(C)n1CCc1ccc(F)cc1	20	96	3	94	96	95	3	.	94	95	-38

Compound activity: PubChem, several laboratories
